Source: PubChem BioAssay (several laboratories)
thrombin 1536 – human alpha-thrombin inhibitors, primary screen, counter-screen for coagulation protease inhibitor project, biochemical, 1536-well, fluorogenic AMC substrate; Prothrombin (Homo sapiens), P00734; Boc-VPR-AMC fluorogenic substrate cleavage; inhibition, % at 5 µM; 0.26% of 220,000 active; AID 1046, 2008;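 active = inhibition at or above 40%; inactive = inhibition below 40%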;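 note: 0% = enzyme with no compound and 100% = wells without enzyme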
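Material: human alpha-thrombin protein. Incubation: reaction at ambient temperature. Technique: fluorescence of released AMC, ex 355 nm, em 460 nm. Control set: no-compound enzyme wells and no-enzyme blanks. Also added: Boc-VPR-AMC substrate, 15 µM final. Buffer or medium: pH 7.5 Tris (50 mM) with NaCl 150 mM, Tween 20 0.05%.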
hK5 inh – human KLK5 protease inhibitors, primary screen, biochemical, 1536-well; inhibition, % at 5 µM; AID 873, 2007; 0.59% of 210,000 active; Kallikrein-5 (Homo sapiens), Q9Y337; recombinant hK5, fluorogenic AMC substrate cleavage;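 active = inhibition of 40% or more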;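 note: 0% = enzyme controls without compound and 100% = no-enzyme blanks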
Target sequence (Q9Y337 67-293 limits assumed): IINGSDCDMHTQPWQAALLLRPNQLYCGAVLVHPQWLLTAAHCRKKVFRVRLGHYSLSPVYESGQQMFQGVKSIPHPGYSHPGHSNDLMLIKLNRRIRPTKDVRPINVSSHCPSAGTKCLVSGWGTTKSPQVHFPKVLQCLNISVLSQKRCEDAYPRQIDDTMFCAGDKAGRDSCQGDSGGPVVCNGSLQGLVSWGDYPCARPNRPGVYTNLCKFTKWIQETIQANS
zVAD death inh – inhibitors of zVAD-triggered necroptosis, primary screen, L929 cells. L929 zVAD necroptosis rescue, ATP luminescence, 24 h; with zVAD 60 µM. viability rescue, % at 10 µM. 0.38% of 220,000 active. AID 1377, 2008;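 active = activation, scaled between plate controls, above about 75%, limit read from the data; inactive = activation under that limit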;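 note: 0% = zVAD with DMSO and 100% = DMSO alone without zVAD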
TNF death inh – inhibitors of TNF-alpha triggered necroptosis, primary screen, cell-based, Jurkat FADD-/-, single concentration. Jurkat FADD-/- TNF necroptosis rescue, ATP luminescence, 24 h; 0 = TNF only, 100 = no-TNF cells. activation (protection from cell death), % at 10 µM. 0.068% of 220,000 active;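 active = activation, meaning protection from cell death, of at least 50% relative to plate controls; inactive = activation below 50%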;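 note: necroptosis triggered by 40 ng/mL TNF-alpha added together with compound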
Rad51 HR inh – human RAD51 strand exchange inhibitors, primary screen, biochemical, fluorescence; DNA repair protein RAD51 homolog 1 (Homo sapiens), Q06609; hRad51 DNA strand exchange, fluorescence dequenching; inhibition, % at 10 µM; 0.085% of 200,000 active; AID 1385, 2008;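 active = inhibition above 40% at the single screening dose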;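 note: 0% = DMSO control wells and 100% = blanks with heterologous ssDNA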
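Material: human Rad51–ssDNA filaments; Probe or stimulus: labelled 47-mer dsDNA for strand exchange; Doses: single 10 µM dose; Incubation: 37 °C 15-min filament assembly, 30-min compound preincubation, 15-min exchange; Technique: FRET fluorescence dequenching, excitation 485 nm, emission 520 nm; Measure: Fluorescence-based percent inhibition, control- and blank-normalised; Benchmarks: plate control and blank wells.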
Hck-Nef inh – inhibitors of Nef-activated human Hck kinase, primary screen, biochemical, Z-Lyte FRET, 384-well, Hck-YEEI; Tyrosine-protein kinase HCK (Homo sapiens), P08631; Recombinant Hck-YEEI plus Nef, Z-Lyte FRET kinase assay; inhibition, % at 20 µM; 0.68% of 220,000 active; AID 463187, 2010;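 active = Hck-Nef kinase inhibition above about 50%, limit read from the data; inactive = inhibition below that limit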;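 note: 0% = DMSO with Hck plus Nef and 100% = Hck alone without Nef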
Target sequence (P08631 whole entry, looked up): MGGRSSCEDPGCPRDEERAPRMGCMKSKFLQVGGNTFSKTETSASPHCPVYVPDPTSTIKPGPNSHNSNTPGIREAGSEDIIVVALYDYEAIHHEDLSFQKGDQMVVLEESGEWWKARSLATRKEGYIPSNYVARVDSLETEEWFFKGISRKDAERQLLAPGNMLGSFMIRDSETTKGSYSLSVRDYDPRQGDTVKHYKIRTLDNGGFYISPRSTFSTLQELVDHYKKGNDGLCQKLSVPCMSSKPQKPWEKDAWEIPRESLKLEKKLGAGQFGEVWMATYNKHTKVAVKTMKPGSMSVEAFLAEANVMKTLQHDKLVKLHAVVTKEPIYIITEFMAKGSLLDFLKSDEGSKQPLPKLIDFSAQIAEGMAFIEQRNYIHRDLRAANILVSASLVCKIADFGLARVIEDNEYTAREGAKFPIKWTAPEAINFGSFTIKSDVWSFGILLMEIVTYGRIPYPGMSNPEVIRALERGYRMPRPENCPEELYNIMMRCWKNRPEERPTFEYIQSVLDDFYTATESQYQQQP
Cl transport mod – KCC2 cotransporter modulators, thallium flux, primary screen, cell-based, HEK293 KCC2, FluoZin-2 fluorescence, MLSMR; Solute carrier family 12 member 5 (Homo sapiens), Q9H2X9; KCC2 cells, thallium flux FluoZin-2 fluorescence; B-score of Tl+ flux slope (higher = more flux/activation; lower = inhibition) at 10 µM; 2.2% of 190,000 active;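 active = thallium flux slope and its plate-corrected score both differing from the plate sample mean at a set confidence after two filtering rounds, in either direction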;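 note: slope of fluorescence scaled to starting intensity during 10 to 20 s after thallium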
FXIa inh 1536 – human FXIa protease inhibitors, primary screen, biochemical, 1536-well. Coagulation factor XI (Homo sapiens), P03951. purified FXIa, Boc-Glu-Ala-Arg-AMC fluorogenic substrate. inhibition, % at 5 µM. 0.14% of 220,000 active;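 active = inhibition of at least 40%; inactive = inhibition below 40%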;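 note: fluorescence of freed AMC excited at 355 nm; 0% = enzyme without compound and 100% = no enzyme blank; many of its hits are not listed in these tables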
FXIIa inh – human FXIIa protease inhibitors, primary screen, biochemical, 1536-well | Coagulation factor XII (Homo sapiens), P00748 | purified FXIIa, Boc-QGR-AMC fluorogenic substrate, 2 h | inhibition, % at 5 µM | 0.3% of 220,000 active | AID 800, 2007; in the data active = inhibition above about 40%;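 note: 0% = enzyme with no compound and 100% = blank without enzyme; many of its hits are not listed in these tables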
Starred values were filed as active, the others as inactive; . = not tested or not shown. An excerpt, so the mix of outcomes need not match the whole.

no.	SMILES	thrombin 1536	hK5 inh	zVAD death inh	TNF death inh	Rad51 HR inh
1	COc1ccc(OC)c(C(C)NC(C)=O)c1 (stereo not drawn)	-3	-8	-0.5	1.0	0
2	COc1cccc(OCC(O)CN2CCN(CCO)CC2)c1 (stereo not drawn)	0	-5	0.3	-0.9	15
3	CN(C)C(=O)COc1ccc(Br)cc1	-4	-17	0.3	2.7	.
4	O=C(CCc1ccccc1)Nc1nnc(-c2ccccn2)o1	-3	-10	-0.1	1.8	-10
5	Cc1ccc(OC(=O)c2ccccc2C(=O)OCC(F)(F)C(F)F)cc1	0	3	-1.3	-2.3	-5
6	Cn1ccs/c1=N\S(=O)(=O)c1ccc(Br)cc1	-5	7	-0.1	-1.6	-6
7	CCNC(=S)NNC(=O)c1cccnc1	-1	-5	0.4	-0.4	-6
8	O=C(Nc1ccc(Br)cc1)c1ccc(Br)c(S(=O)(=O)Nc2cccnc2)c1	-8	-9	1.2	1.1	3
9	N#CC1=C(N)Oc2n[nH]c(-c3cccs3)c2C1C1C=CCCC1 (stereo not drawn)	-13	-32	-0.6	-5.5	-3
10	Cc1oc(-c2ccccc2)nc1Cn1cccc1C1=NC(c2ccccc2)CO1 (stereo not drawn)	14	101*	0.3	-1.1	-11

no.	Hck-Nef inh	Cl transport mod	FXIa inh 1536	FXIIa inh
1	-2	-0.57	6	24
2	2	0.075	2	18
3	4	-0.13	4	8
4	5	0.18	6	2
5	1	-0.016	-1	5
6	2	.	-9	4
7	10	.	5	8
8	2	-1.4	3	3
9	-18	-0.94	-8	-13
10	-1	.	0	3

The list continues.
no.	SMILES	thrombin 1536	hK5 inh	zVAD death inh	TNF death inh	Rad51 HR inh
11	COc1ccc(NC(=S)NNC(=O)Cn2nc([N+](=O)[O-])cc2C)cc1	-3	-13	0.0	-2.1	0
12	O=C(N/N=C/C(Cl)=C\c1ccccc1)c1cccs1	-11	1	1.9	5.7	.
13	N#Cc1nc(Cc2ccccc2)oc1N1CCC(C(N)=O)CC1	0	3	-0.4	-0.4	4
14	O=C(NCC1CC1)Nc1cccs1	1	-1	0.2	0.4	7
15	O=c1cc(-c2cccc(Br)c2)nc(-c2ccccc2F)o1	-2	17	0.9	0.6	.
16	Cc1cccc(N=C2NC(=O)/C(=C/c3cccn3C)S2)c1C	-3	1	0.3	-2.0	.
17	COc1cccc(/C=N/NC(=O)C[n+]2ccccc2)c1O	0	-57	.	1.1	-33
18	C#CCOCCOCCOCCNc1nc(N2CCN(C(=O)[C@H](CCC(=O)O)n3cc(C(N)Cc4ccc(O)cc4)nn3)CC2)nc(N2CCN(C(=O)[C@H](CCC(=O)O)n3cc(C(N)[C@H](C)CC)nn3)CC2)n1 (stereo partly drawn)	-2	1	0.1	0.4	.
19	CC1=C(C)CC(C(=O)c2ccc(C)cc2)C(C(=O)O)C1 (stereo not drawn)	3	23	0.5	-0.7	-3
20	O=C(CSc1nnnn1-c1ccccc1)NC(=O)Nc1ccc2c(c1)OCCO2	3	5	1.8	-0.3	-5

no.	Hck-Nef inh	Cl transport mod	FXIa inh 1536	FXIIa inh
11	1	.	-3	5
12	16	4.2	-2	6
13	-3	.	-35	19
14	11	0.47	0	4
15	9	-0.88	27	12
16	13	-0.36	5	11
17	7	1.8	5	10
18	4	0.19	1	7
19	0	-0.53	5	18
20	5	.	4	16

More compounds
no.	SMILES	thrombin 1536	hK5 inh	zVAD death inh	TNF death inh	Rad51 HR inh
21	Cc1nn(-c2ccccc2)c2c1C1(C(=O)N(C(C)C)c3ccccc31)C(C#N)=C(N)O2 (stereo not drawn)	2	-10	-0.2	-8.4	3
22	O=C(O)/C=C/C(=O)Nc1cccnc1	31	72*	0.2	0.6	-7
23	N#Cc1ccsc1NC(=O)CN1CCN(S(=O)(=O)c2ccc3ccccc3c2)CC1	-6	0	-0.3	0.5	-3
24	O=C(Cn1ccc(=O)[nH]c1=O)NCCO	-3	-1	1.6	1.0	1
25	Cn1c(N)c(C(=O)CSc2ccc3c(c2)OCCO3)c(=O)n(C)c1=O	-1	2	-0.1	-5.2	-9
26	CC1CCCCN1CCn1cnc2c([nH]c3ccccc32)c1=O (stereo not drawn)	-3	-16	1.2	5.9	1
27	Fc1cccc2sc(Nc3nc4cc5c(cc4s3)OCCO5)nc12	-18	-142	0.0	1.9	7
28	Cc1ccc(CN2CCN(Cc3c(C)nn(-c4ccc(F)cc4)c3C)CC2CCO)o1 (stereo not drawn)	-9	4	-2.1	1.6	-4
29	CNc1ccccc1C(C)(C)c1cc(-c2cccc([N+](=O)[O-])c2)no1	18	40	-1.0	0.8	-4
30	O=c1cc(O)c2ccccc2n1Cc1ccccc1F	0	-1	3.1	-0.6	2

no.	Hck-Nef inh	Cl transport mod	FXIa inh 1536	FXIIa inh
21	0	-1.6	4	21
22	0	-0.54	16	11
23	6	-1.1	0	-3
24	-2	0.24	2	-1
25	2	0.4	4	4
26	-8	-0.096	1	13
27	17	11*	-11	-19
28	10	0.16	5	9
29	-36	-1.8	33	30
30	40	-0.47	3	2

(continued)
no.	SMILES	thrombin 1536	hK5 inh	zVAD death inh	TNF death inh	Rad51 HR inh
31	COC(=O)CN(C(=S)Nc1ccc(Cl)cc1)C1CC(=O)N(c2ccc(OC)cc2)C1=O (stereo not drawn)	4	6	0.2	-3.1	.
32	O=C(CC(c1ccco1)S(=O)(=O)c1ccccc1)c1ccc(F)cc1 (stereo not drawn)	-4	28	1.1	2.8	-4
33	O=C(NCc1ccco1)C(C(=O)c1ccccc1)n1ccccc1=O (stereo not drawn)	4	-2	0.1	-0.2	-1
34	CCC(COC)NC(=O)CCc1nnc(Cc2cccc(C(F)(F)F)c2)o1 (stereo not drawn)	-12	-4	0.8	0.2	-2
35	COc1cc(/C=C2\SC(=S)N(CC(=O)NC3=NCCS3)C2=O)cc(OC)c1OC	-9	5	-0.1	0.2	-24
36	S=C(NCC1CCCCC1)Nc1ccc(Oc2ccccc2)cc1	-9	-16	-0.4	-6.3	-9
37	Cc1cc(NC(=O)c2cnn3c(C(F)F)cc(C4CC4)nc23)no1	0	-7	-1.1	-1.1	-2
38	CCCCCn1c(C)c2c(OCC)cccc(=O)c2c1C	-7	-2	-0.3	0.2	-23
39	CCOc1ncccc1C(=O)N1CCN(Cc2ccc3c(c2)OCO3)CC1	5	3	0.4	-1.1	-1
40	CN(C)c1c([N+](=O)[O-])cc2[nH]c(=O)[nH]c2c1[N+](=O)[O-]	-4	-23	0.6	-1.5	4

no.	Hck-Nef inh	Cl transport mod	FXIa inh 1536	FXIIa inh
31	1	0.024	2	8
32	-4	0.016	-12	-12
33	1	.	4	12
34	20	1.5	-6	7
35	22	0.3	0	5
36	3	-1.4	5	4
37	10	.	5	-6
38	22	-2.6	-3	1
39	2	4.8*	4	19
40	-2	.	1	-1

Compounds shown so far containing a furan ring, fused or not, in the order listed:
no.	SMILES	thrombin 1536	hK5 inh	zVAD death inh	TNF death inh	Rad51 HR inh
28	Cc1ccc(CN2CCN(Cc3c(C)nn(-c4ccc(F)cc4)c3C)CC2CCO)o1 (stereo not drawn)	-9	4	-2.1	1.6	-4
32	O=C(CC(c1ccco1)S(=O)(=O)c1ccccc1)c1ccc(F)cc1 (stereo not drawn)	-4	28	1.1	2.8	-4
33	O=C(NCc1ccco1)C(C(=O)c1ccccc1)n1ccccc1=O (stereo not drawn)	4	-2	0.1	-0.2	-1

no.	Hck-Nef inh	Cl transport mod	FXIa inh 1536	FXIIa inh
28	10	0.16	5	9
32	-4	0.016	-12	-12
33	1	.	4	12

Some of these compounds in order of number of heavy atoms, rising.
no.	SMILES	thrombin 1536	hK5 inh	zVAD death inh	TNF death inh	Rad51 HR inh
40	CN(C)c1c([N+](=O)[O-])cc2[nH]c(=O)[nH]c2c1[N+](=O)[O-]	-4	-23	0.6	-1.5	4
34	CCC(COC)NC(=O)CCc1nnc(Cc2cccc(C(F)(F)F)c2)o1 (stereo not drawn)	-12	-4	0.8	0.2	-2
31	COC(=O)CN(C(=S)Nc1ccc(Cl)cc1)C1CC(=O)N(c2ccc(OC)cc2)C1=O (stereo not drawn)	4	6	0.2	-3.1	.

no.	Hck-Nef inh	Cl transport mod	FXIa inh 1536	FXIIa inh
40	-2	.	1	-1
34	20	1.5	-6	7
31	1	0.024	2	8

New compounds follow:
no.	SMILES	thrombin 1536	hK5 inh	zVAD death inh	TNF death inh	Rad51 HR inh
41	COc1ccc(/C=C(/NC(=O)c2ccccc2)c2nc3ccc(Cl)cc3[nH]2)cc1OC	-5	-6	1.6	1.5	-3
42	CCNc1nnc(CCn2nc(C)c(Br)c2C)s1	2	-8	9.5	0.1	-10
43	COc1ccccc1NC(=S)NNC(=O)c1cc(C)nn1C	-2	-67	-0.8	0.0	0
44	CC(=O)Nc1ccc(-c2nn[nH]n2)cc1Cl	2	-26	-0.2	-0.5	4
45	O=C(Nc1ccc(F)c(Cl)c1)C1CCN(S(=O)(=O)c2cccnc2)CC1	-2	-18	0.1	-1.1	-2
46	Cc1cc(C(=O)O)cc(Br)c1N	-1	3	1.5	-0.3	-8
47	CCOC(=O)c1ccc(NC(=O)C(CC)(CC)C(=O)OCC)cc1	2	4	-0.5	0.8	7
48	Cc1nn(Cc2cccc(F)c2)c(C)c1NC(=O)c1c([N+](=O)[O-])c(C)nn1C	1	-14	-1.1	-0.9	9
49	Cc1ccccc1N1C(=O)c2ccccc2C1Nc1cccnc1 (stereo not drawn)	-7	-2	-0.4	-0.7	4

no.	Hck-Nef inh	Cl transport mod	FXIa inh 1536	FXIIa inh
41	0	-0.019	3	2
42	18	.	-7	8
43	-16	0.27	-13	7
44	0	0.24	3	13
45	0	-0.55	5	14
46	17	1	-2	8
47	-3	-0.19	4	9
48	5	-1.4	2	-16
49	-1	-0.3	-4	10
